VLA-4 inh – inhibition in a human VLA-4 binding assay. P13612. VLA-4 expressing cells, ligand binding flow cytometry. inhibition, % (about 7 µM as worked out from the volumes in the protocol). actives 0.2% (n = 330,000); in the data active = inhibition above about 50%
Target sequence (P13612 whole entry, looked up): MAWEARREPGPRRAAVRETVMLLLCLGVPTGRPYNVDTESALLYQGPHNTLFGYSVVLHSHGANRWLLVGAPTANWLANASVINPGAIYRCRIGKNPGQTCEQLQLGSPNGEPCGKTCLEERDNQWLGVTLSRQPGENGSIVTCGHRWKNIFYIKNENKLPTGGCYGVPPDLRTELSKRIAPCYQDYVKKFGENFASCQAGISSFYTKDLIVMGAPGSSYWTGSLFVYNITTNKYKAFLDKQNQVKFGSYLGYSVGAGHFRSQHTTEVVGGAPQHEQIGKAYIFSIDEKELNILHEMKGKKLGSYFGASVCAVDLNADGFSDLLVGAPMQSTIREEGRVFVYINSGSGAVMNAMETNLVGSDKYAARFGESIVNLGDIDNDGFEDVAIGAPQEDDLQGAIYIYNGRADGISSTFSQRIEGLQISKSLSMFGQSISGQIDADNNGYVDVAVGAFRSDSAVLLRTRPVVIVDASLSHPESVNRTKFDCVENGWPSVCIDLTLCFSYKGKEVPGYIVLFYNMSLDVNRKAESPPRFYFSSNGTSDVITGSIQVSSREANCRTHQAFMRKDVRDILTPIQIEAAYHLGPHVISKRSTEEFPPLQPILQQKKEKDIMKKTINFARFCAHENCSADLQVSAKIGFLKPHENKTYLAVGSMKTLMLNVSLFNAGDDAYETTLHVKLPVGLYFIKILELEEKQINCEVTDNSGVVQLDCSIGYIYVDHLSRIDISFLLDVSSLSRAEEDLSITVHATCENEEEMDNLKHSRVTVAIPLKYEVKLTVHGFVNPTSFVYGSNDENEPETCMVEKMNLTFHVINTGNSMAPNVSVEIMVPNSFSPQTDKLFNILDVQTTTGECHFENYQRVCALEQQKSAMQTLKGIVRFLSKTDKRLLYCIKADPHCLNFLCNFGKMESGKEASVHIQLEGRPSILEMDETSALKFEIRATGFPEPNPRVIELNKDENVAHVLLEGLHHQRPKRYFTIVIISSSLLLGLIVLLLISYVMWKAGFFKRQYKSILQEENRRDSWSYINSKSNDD
CR mimetic SO – yeast age-related superoxide inhibition as caloric restriction mimetic; superoxide response (% of plate mean), % at 10 µM; actives 0.18% (n = 330,000); S. cerevisiae aged cells, superoxide DHE fluorescence; stronger effect = lower value;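 active = superoxide response under a set limit, about three screen SD below normal, cut at about 65% in these data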;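 note: yeast aged for seven days with compound at 30 °C before DHE staining; 100% = average MFI of all compound-treated wells on the plate with controls excluded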
MEP2 TOR yeast – alters MEP2-GFP fluorescence in TOR pathway yeast screen; S. cerevisiae MEP2-GFP strain, flow cytometry GFP, 3 h; 100% = DMSO control level; GFP response vs DMSO, % at 10 µM; actives 0.51% (n = 330,000);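 active = GFP response versus DMSO above a set limit, roughly screen mean plus 3 SD, cut at about 180% in these data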;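 note: median GFP fluorescence of the barcode-gated MEP2-GFP cells per well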
CIT2-GFP yeast – yeast TOR pathway CIT2-GFP modulation | AID 2029 | actives 0.065% (n = 320,000) | GFP response vs DMSO, % at 10 µM | S. cerevisiae CIT2-GFP strain, flow cytometry, 3 h; 100 means same as DMSO wells;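 active = GFP response relative to DMSO above a set limit, near the screen mean plus 3 SD, cut at about 150% in these data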;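 note: ratio of well median GFP fluorescence to mean of DMSO wells on the plate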
LAP4-GFP MLPCN – modulators of TOR pathway LAP4-GFP in S. cerevisiae. S. cerevisiae LAP4-GFP multiplex, flow cytometry GFP, 3 h; median GFP as percent of DMSO wells. GFP response vs DMSO, % at 10 µM. actives 0.34% (n = 320,000). AID 2023;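 active = GFP response vs DMSO above a set limit, about the screen mean plus 3 SD, cut at about 150% in these data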
GRK2 inh – human GRK2 inhibition via aptamer displacement. P25098. actives 0.59% (n = 330,000). AID 488847. inhibition of aptamer binding, % at 10 µM. bead flow cytometry, FAM-aptamer displacement from GRK2;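 active = inhibition of aptamer binding above 40%, roughly 3 SD of noise, on plates passing a quality check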;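 note: median bead fluorescence of bound FAM aptamer so fluorescent compounds give negative values; no value below 0 was filed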
AGP1-GFP MLPCN – alters AGP1-GFP fluorescence in TOR pathway yeast screen | S. cerevisiae AGP1-GFP multiplex flow cytometry, 3 h; GFP as percent of DMSO wells | GFP response vs DMSO, % at 10 µM | actives 0.02% (n = 320,000);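 active = GFP response relative to DMSO above a set limit, near screen average plus 3 SD, cut at about 150% in these data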;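 note: median GFP channel fluorescence of the gated AGP1 strain per well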
RPL19A TOR yeast – alters RPL19A-GFP fluorescence in TOR pathway yeast screen | S. cerevisiae RPL19A-GFP strain, flow cytometry, 3 h; stronger effect = lower value | percent response vs DMSO, % at 10 µM | actives 0.3% (n = 330,000) | AID 2025;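 active = percent response vs DMSO below 50%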;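 note: median channel GFP fluorescence of the barcoded RPL19A-GFP strain; ratio of sample median GFP to plate DMSO average so 100% = DMSO; lower means less RPL19A-GFP as with rapamycin TOR inhibition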
Numbers without * were called inactive; x = no result given; & = joins results of further samples; ! = a repeat was not active. Some of the compounds tested; the hit share may differ from the screen's.

SMILES	VLA-4 inh	CR mimetic SO	MEP2 TOR yeast	CIT2-GFP yeast	LAP4-GFP MLPCN	GRK2 inh	AGP1-GFP MLPCN	RPL19A TOR yeast
O=[N+]([O-])c1ccc2nc(N3CCNCC3)ccc2c1	25	103	98	97	104	1	97	101
CC(C)C[C@H]1C(=O)N2CCCC2[C@]2(O)O[C@](NC(=O)[C@@H]3C=C4c5cccc6[nH]cc(c56)CC4N(C)C3)(C(C)C)C(=O)N12 (stereo not given in full)	2	108	100	84	126	7	84	97
Cn1c(O)c(C(c2ccccn2)c2c(O)n(C)c(=S)n(C)c2=O)c(=O)n(C)c1=S	3	101	96	94	111	4	96	93
COC(=O)CSC1=NN1c1cc(C)nc(N)n1	-13	93	103	108	106	0	103	102
CN1C(=O)c2ccccc2NC(=O)[C@]12O[C@@H]2c1ccccc1	-20	85	108	102	103	2	108	101
O=C(c1ccc(N2CCCCCC2)c([N+](=O)[O-])c1)N1CCC2(CC1)OCCO2	23	105	99	94	97	0	99	94
O=C(c1cccc(Cl)c1)C1CCCN(Cc2cccc3cnccc23)C1 (stereo not given)	-4	113	93	98	99	1	95	97
O[C@@H]1CCCC[C@H]1N1CCC(c2ccccc2)CC1	0	124	97	79	111	2	86	101
O=C(Cc1ccccc1)OCC(=O)c1ccccc1	6	106	99	98	73	5	95	110
Cc1c(C(=O)N2CCC3(CC2)OCCO3)oc2ccccc12	-1	99	93	97	94	1	94	93
O=[N+]([O-])c1ccc(Cl)c(Cl)c1Cl	5	83	96	92	105	2	111	105
O=c1[nH]c(=S)n(-c2ccc(F)cc2)c(O)c1/C=N/N1CCOCC1	2	122	97	95	100	1	102	96

Whole records, looked up by structure. Screens in order: VLA-4 inh, CR mimetic SO, MEP2 TOR yeast, CIT2-GFP yeast, LAP4-GFP MLPCN, GRK2 inh, AGP1-GFP MLPCN, RPL19A TOR yeast
Listed for O=c1[nH]c(=S)n(-c2ccc(F)cc2)c(O)c1/C=N/N1CCOCC1 : 2, 122, 97, 95, 100, 1, 102, 96
Listed for O=C(Cc1ccccc1)OCC(=O)c1ccccc1 : 6, 106, 99, 98, 73, 5, 95, 110

(further entries)
SMILES	VLA-4 inh	CR mimetic SO	MEP2 TOR yeast	CIT2-GFP yeast	LAP4-GFP MLPCN	GRK2 inh	AGP1-GFP MLPCN	RPL19A TOR yeast
CCCCC1(CN2CCCC2=O)C(=O)NC(=O)NC1=O	8	108	101	100	102	0	99	97
Oc1ccc(Cl)cc1	8	85	104	105	102	5	107	105
COP(=O)(C#Cc1ccccc1)C(O)c1ccc(Br)cc1 (stereo not given)	15	104	90	81	109	0	101	88
O=c1[nH]c2ccccc2o1	20	126	102	87	96	0	97	91
CC(Cc1ccccc1)NC(=O)NC(C)Cc1ccccc1 (stereo not given)	5	101	112	109	97	0	43	100
COc1cc(C)cc2oc(=O)c(CC(=O)N3C[C@H]4C[C@@H](C3)c3cccc(=O)n3C4)c(C)c12	2	94	96	98	96	1	99	93
CC(=O)c1ccc(OC(=O)N(C)c2ccccc2)cc1	1	99	113	104	103	1	102	106
O=C1CCN(C(=O)C(Cl)Cl)N1	-1	124	104	109	99	0	105	105
C=CCn1cc(C=C2C(=O)NC(=O)NC2=O)c2ccccc21	2	108	103	100	108	0	101	106
CN(C)[C@@H]1C(=O)C(C(N)=O)=C(O)[C@@]2(O)C(=O)C3=C(O)c4c(O)cccc4[C@@](C)(O)[C@H]3[C@H](O)[C@@H]12	-17&40&-10	118&124&97	98&87&96	72&94&91	127&98&106	57*!	79&95&89	89&97&102
COc1cccc(OCC(=O)N2CCN(C)CC2)c1	8	108	93	x	90	1	92	97
Cc1cc(/C=C2\C(=O)NC(=S)N(C)C2=O)c(C)n1C1CCCCC1	1	90	95	95	93	3	96	104
COC(=O)C1=C(c2ccc(-c3ccccc3)c(F)c2)C[C@@H]2CC[C@H]1N2C(=O)NCC1CC1	0	97	94	94	104	1	98	101
C=CCN1C(=O)NC(=O)/C(=C/c2cc3c4c(c2)CCCN4CCC3)C1=O	-6	80	105	85	95	7	100	105
COC(=O)C1=C(c2c(C)noc2C)C[C@@H]2CC[C@H]1N2C(=O)N1CCc2cc(OC)c(OC)cc2C1	4	102	94	102	103	0	99	94
Cc1cc(OCC(=O)NCc2ccc(S(N)(=O)=O)cc2)c2c3c(c(=O)oc2c1)CCC3	53*	80	102	103	98	0	101	101
COc1ccc(C)cc1NC1=NCCCS1	7	96	102	98	90	0	92	89
O=C1Nc2ccccc2Sc2ccccc21	4	100	86	87	99	1	91	86
CN1C(=O)C2C[C@@]3(Br)c4ccccc4N(OOSc4ccccc4)[C@H]3N2C(=O)[C@@H]1Cc1ccccc1 (stereo not given in full)	9	99	91	102	115	0	90	100
CCOC(=O)C(O)(c1ccc(NC(=O)c2ccco2)c(OC)c1)C(F)(F)F (stereo not given)	17	106	115	103	98	0	98	96
Oc1ccccc1Cl	8	84	98	104	93	4	104	100
COC(=O)C1=C(c2cccc(Cl)c2)C[C@@H]2CC[C@H]1N2C(=O)N1CCCC1	2	106	99	105	104	3	100	98
CCC(=NCCCN(C)C)c1c(O)n(-c2ccc(OC)cc2)c(=O)[nH]c1=O	-3	101	100	92	156*	0	108	82
Cc1oc(-c2ccccc2)nc1CN1C(=O)C(C)N=C(c2ccccc2F)c2cc(Cl)ccc21 (stereo not given)	35	94	94	84	98	0	88	97

Pulled by structure from the list above:
SMILES	VLA-4 inh	CR mimetic SO	MEP2 TOR yeast	CIT2-GFP yeast	LAP4-GFP MLPCN	GRK2 inh	AGP1-GFP MLPCN	RPL19A TOR yeast
O=c1[nH]c2ccccc2o1	20	126	102	87	96	0	97	91
O=[N+]([O-])c1ccc2nc(N3CCNCC3)ccc2c1	25	103	98	97	104	1	97	101

Additional results:
SMILES	VLA-4 inh	CR mimetic SO	MEP2 TOR yeast	CIT2-GFP yeast	LAP4-GFP MLPCN	GRK2 inh	AGP1-GFP MLPCN	RPL19A TOR yeast
CCCCn1c(O)c(C(C)=NC(Cc2c[nH]c3ccccc23)C(=O)OC)c(=O)[nH]c1=O (stereo not given)	15	98	94	87	99	0	95	94
CCOC(=O)C(NC(=O)CCl)(Nc1ccc(C(O)(C(=O)OCC)C(F)(F)F)cc1)C(F)(F)F (stereo not given)	9	88	104	106	98	5	98	106
COc1cc2c(cc1O)C[C@H]1NCCc3cc4c(c-2c31)OCO4	2	115	112	93	103	9	107	107
CN1C(=O)C(=Cc2ccccc2Oc2ccc(Cl)c(F)c2)C(=O)N(C)C1=O	7	89	97	90	110	2	102	100
COc1cc(C(c2c(O)c3ccccc3oc2=O)c2c(C)n(C)n(-c3ccccc3)c2=O)ccc1O (stereo not given)	2	93	103	90	85	0	90	107
CC(=O)OC1CCC2(/C=N/O)C(=CCC3C4CCC(=O)C4(C)CCC32)C1 (stereo not given)	9	93	107	119	98	0	106	109
C=CCN1C(=O)/C(=C/c2ccc3c(c2)CCCN3CCC)C(=O)NC1=S	-24	86	99	89	111	5	93	102
COC(=O)c1ccc(CN2CCN(Cc3ccccc3)CC2)cc1	-6	100	102	113	104	0	106	105
Cc1cc(C)cc(NC(=S)NC2CC3CCCC(C2)N3Cc2cccs2)c1 (stereo not given)	37	101	103	101	96	0	101	99
O=C1NC(=O)N(C2CCCCC2)C(=O)C1C1c2ccccc2C(=O)N1Cc1ccccc1 (stereo not given)	16	87	91	91	87	3	89	98
Cc1ccc(N2C(=O)/C(=C/c3ccc(CN(CCC#N)S(C)(=O)=O)o3)C(=O)NC2=S)cc1	12	105	115	111	111	7	117	108
COC(=O)C1=C(c2ccc(-c3ccccc3)c(F)c2)C[C@@H]2CC[C@H]1N2C(=O)N1CCCC1	0	84	100	105	121	1	106	106

In a second layout: entries from further up.
The line under a structure holds: VLA-4 inh, CR mimetic SO, MEP2 TOR yeast, CIT2-GFP yeast, LAP4-GFP MLPCN, GRK2 inh, AGP1-GFP MLPCN, RPL19A TOR yeast
O=C1Nc2ccccc2Sc2ccccc21
→ 4, 100, 86, 87, 99, 1, 91, 86
CCOC(=O)C(O)(c1ccc(NC(=O)c2ccco2)c(OC)c1)C(F)(F)F (stereo not given)
→ 17, 106, 115, 103, 98, 0, 98, 96
Cc1ccc(N2C(=O)/C(=C/c3ccc(CN(CCC#N)S(C)(=O)=O)o3)C(=O)NC2=S)cc1
→ 12, 105, 115, 111, 111, 7, 117, 108
O=C1NC(=O)N(C2CCCCC2)C(=O)C1C1c2ccccc2C(=O)N1Cc1ccccc1 (stereo not given)
→ 16, 87, 91, 91, 87, 3, 89, 98
O=c1[nH]c2ccccc2o1
→ 20, 126, 102, 87, 96, 0, 97, 91
CN1C(=O)c2ccccc2NC(=O)[C@]12O[C@@H]2c1ccccc1
→ -20, 85, 108, 102, 103, 2, 108, 101

Other structures
SMILES	VLA-4 inh	CR mimetic SO	MEP2 TOR yeast	CIT2-GFP yeast	LAP4-GFP MLPCN	GRK2 inh	AGP1-GFP MLPCN	RPL19A TOR yeast
O=c1cc(C(F)(F)F)c2cc3c4c(c2o1)CCCN4CCC3	-348	94	106	103	96	3	92	97
Cc1ccc(/C=C2\C(=O)NC(=O)N(CCc3ccc(F)cc3)C2=O)o1	-10	116	108	84	84	0	96	100
CCN1CCN(S(=O)(=O)c2ccc(Cl)nc2)CC1	11	100	112	105	104	0	x	101
CCOC(=O)COc1ccc2c(c1)c(C(C)=O)c(C)n2Cc1ccccc1	18	96	103	100	104	0	101	97
COC(=O)C1=C(c2ccccc2OCc2ccccc2)C[C@@H]2CC[C@H]1N2C(=O)NCCOc1ccccc1	-4	110	99	115	111	1	108	106
COc1cc2c(cc1OC)C(C(=O)N(C)C1CCCCC1)C1CCCCN1C2=O (stereo not given)	-1	96	104	94	101	0	102	103
CC(C)c1cccc(C(C)C)c1OCCn1ccnc1	10	111	92	87	91	0	103	98
COc1cc2c(c(OC)c1OC)-c1ccc(O)c(=O)cc1[C@@H](N)CC2	-1	95	107	100	102	3	100	99
BrCC1C[n+]2c(SCc3ccccc3)nc3sc4c(c3c2O1)CCCC4 (stereo not given)	6	93	94	87	99	3	102	96
C[C@]12CCC3C(CC[C@H]4C[C@@H](O)CC[C@]34C)C1[C@H]1CN=N[C@H]1[C@@H]2O (stereo not given in full)	13	108	91	98	98	3	92	96
O=C(Cc1ccccc1)N1CCN(Cc2c[nH]c3ccccc23)CC1	31	104	99	95	93	2	101	97
COc1ccc(C(=O)c2nc3ccccc3n2C(C)C)cc1	3	96	108	108	111	0	105	112
ClCCNc1nc2ccc(Cl)cc2[nH]1	-21	106	98	95	96	0	99	98
COc1ccc2nc(NC3=NCCN3)sc2c1	-7	93	97	92	94	0	93	99
CCN1CCN(C(=O)COc2ccc3oc4c(c3c2)CCCC4)CC1	12	103	107	99	104	0	101	99
COC(=O)C1CN(C#N)N(c2ccc(Cl)cc2)C12c1ccccc1-c1ccccc12 (stereo not given)	62*	98	99	90	92	0	89	85
CCCc1c(C)nc(SCC(=O)C(C)(C)C)nc1OC(=O)N(C)C	-4	97	94	91	95	2	95	97
O=c1[nH]c(=O)n(CCC2=CCCCC2)c(O)c1C=NCCN1CCNCC1	-3	99	125	108	106	0	104	101

High-throughput results (PubChem)
